# AMA1 RON2 block: qHTS for Inhibitors of AMA1-RON; Towards Development of Antimalarial Drug Lead: Primary Screen; AlphaScreen AMA1-biotinylated RON2 peptide binding; Potency, µM (top dose mostly 58.2 µM), without a hit: at the top dose activity change, negative = inhibition, most hits filed as inhibitors; 360,000 tested, 0.2% active; AID 720542, 2013;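 further: potency means the concentration at half of the fitted maximal effect; 0% = vehicle wells and -100% = peptide control; nearly all actives have a fitted effect of over 45% in size; some results filed as inactive show a strong effect at the top dose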
#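 AMA1 (3D7) with his tag at 25 nM final met compounds first, then biotinylated RON2 peptide at 25 nM; detection used donor plus acceptor beads, 10 µg/mL apiece, read by AlphaScreen after 30 min at room temperature.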
# Pf growth 48h: Primary qHTS for delayed death inhibitors of the malarial parasite plastid, 48 hour incubation | P. falciparum luciferase growth in erythrocytes, 48 h | Potency, µM (top dose mostly 28.7 µM), inactives show top-dose activity change, negative = inhibition, actives largely listed as inhibitors | 310,000 tested, 5.9% active | AID 504832, 2011; further: potency means the concentration at half of the fitted maximal effect; on the % scale 0 is the no-effect control and ±100 the full control effect
#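 Cell-based growth assay: transgenic P. falciparum expressing firefly luciferase, cultured in red cells within RPMI 1640 containing 0.5% w/v Albumax, 24 mM bicarbonate and gentamycin. A drop in luciferase activity indicates inhibition.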
# TbPYK inhibitor: qHTS of Trypanosoma Brucei Inhibitors. pyruvate kinase (Trypanosoma brucei), Q57TT1. TbPYK enzyme, Kinase-Glo Plus ATP luminescence, 45 min. 410,000 tested, 0.12% active. Potency, µM (series often up to 76.8 µM), for inactives: top-dose activity, negative = inhibition, actives largely listed as inhibitors; further: potency means the concentration at half of the fitted maximal effect; on the % scale 0 is the no-effect control and ±100 the full control effect; nearly all actives have a fitted effect of over 50% in size
#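 Glycolytic pyruvate kinase of T. brucei was incubated with substrate, test compound and 130 uM ADP for 45 minutes at room temperature. Luminescent Kinase-Glo Plus signal was measured after 10 minutes.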
# Shiga toxin inh: A qHTS for Small Molecule Inhibitors of Shiga Toxin. inhibition, % at 38.7 µM. Vero cells, Shiga toxin protein synthesis inhibition reporter. 290,000 tested, 9.2% active; in the data active means inhibition mostly above about 28%, no sharp cut-off; inactive means mostly below about 43%; further: 0% is about no effect
# Pf growth 96h: Primary qHTS for delayed death inhibitors of the malarial parasite plastid, 96 hour incubation; P. falciparum luciferase reporter growth, 96 h; Potency, µM (series often up to 28.7 µM), without a hit: at the highest dose activity change, negative = inhibition, hits mostly inhibitors; 320,000 tested, 6.9% active; AID 504834, 2011; further: potency means the concentration at half of the fitted maximal effect; on the % scale 0 is the no-effect control and ±100 the full control effect
#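 Plates of compound plus infected erythrocytes (2% hematocrit, 0.05% parasitemia final) incubate 96 hours, 37 C, 5% CO2. Detection reagent added; reduced luminescence from the parasites' luciferase reporter flags inhibition.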
# Cycloheximide cs: Cycloheximide Counterscreen for Small Molecule Inhibitors of Shiga Toxin. cell reporter, cycloheximide protein synthesis inhibition counterscreen. max response, %. 300,000 tested, 12% active; in the data active means max response mostly above about 13%, no sharp cut-off; inactive means mostly below about 14%; further: read at 38.3 µM for the half of the compounds with a filed dose; 0% is about no effect
# LmPK inh: qHTS Assay for Inhibitors of Leishmania Mexicana Pyruvate Kinase (LmPK); Q27686; purified LmPK, Kinase-Glo ATP luminescence, 1 h; Potency, µM (highest dose often 57.5 µM), for the others: top-dose activity change, negative = inhibition, most hits filed as inhibitors; 290,000 tested, 0.37% active; further: potency means the concentration at half of the fitted maximal effect; on the % scale 0 is the no-effect control and ±100 the full control effect
# Target sequence (Q27686 whole entry, looked up): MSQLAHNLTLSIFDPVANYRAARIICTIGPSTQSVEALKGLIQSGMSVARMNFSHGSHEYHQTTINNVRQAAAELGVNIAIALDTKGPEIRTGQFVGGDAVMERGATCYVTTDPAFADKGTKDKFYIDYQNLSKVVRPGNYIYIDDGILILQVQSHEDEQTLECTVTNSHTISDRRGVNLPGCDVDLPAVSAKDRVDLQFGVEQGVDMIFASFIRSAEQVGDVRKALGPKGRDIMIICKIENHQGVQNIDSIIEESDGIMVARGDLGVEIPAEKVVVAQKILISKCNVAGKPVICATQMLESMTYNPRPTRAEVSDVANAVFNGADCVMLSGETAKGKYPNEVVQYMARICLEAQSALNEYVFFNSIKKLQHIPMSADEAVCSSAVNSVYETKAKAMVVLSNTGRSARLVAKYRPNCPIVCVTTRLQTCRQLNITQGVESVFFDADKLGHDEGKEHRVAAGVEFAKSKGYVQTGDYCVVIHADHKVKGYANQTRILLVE
#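 Screened at intermediate enzyme activity to detect both inhibitors and activators: LmPK at 0.1 nM, with a 0.5 nM enzyme column as activation reference. PEP 0.5 mM, ADP 0.1 mM; ATP detected by luminescence after 1 h.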
# Starred values were filed as active, the others as inactive; ? = inconclusive; nt = no result given; & = joins results of further samples; [ ] = dose if it differs, or a comment. Unless noted, the call rests on the fitted dose curve; in most records, active means well fitted curve in the direction sought with a large enough effect; inconclusive means small, poorly fitted or top-dose-only effect, or another doubt; inactive means no such curve, though single readings can be large; an effect the other way counts as inactive or inconclusive. Compounds as they come, and some 21% of all compounds hit somewhere here.
Structure	AMA1 RON2 block	Pf growth 48h	TbPYK inhibitor	Shiga toxin inh	Pf growth 96h	Cycloheximide cs	LmPK inh
CC(C)n1cc(-c2ccc(Cl)cc2)cc(C#N)c1=O	21%	nt	-8%	21	?	14	0%
O=C(Nc1ccc(Nc2ccncc2)cc1)c1ccc([N+](=O)[O-])cc1	-4%	2.6µM*	2%	-8	1.7µM*	-4	5%
COc1cccc(/C=N/Nc2ncc(C(F)(F)F)cc2Cl)c1O	22%	1µM*	20%	-38*	165%[activator]	12	3%
CCOc1ccc(N2CC(C(=O)NNC(=O)c3ccc(Br)cc3)CC2=O)cc1 (configuration not stated)	9%	3%	0%	nt	2%	nt	nt
O=C(O)c1cccc2c1C(=O)N(CC1CCCO1)C2 (configuration not stated)	6%	34%[activator]	-2%	-27	?	-3	-2%
O=C(c1cc([N+](=O)[O-])[nH]n1)N1CCSCC1	-1%	2%	1%	-4	20%	-1	2%
CCCCn1c(O)c(/C=N/N2CCCCC2c2cccnc2)c(=O)[nH]c1=S (configuration not stated)	-17%	20%	10%	11	?	6	0%
CCOC(=O)/C(C#N)=C\c1ccc(OC)c(OC)c1	2%	2%	5%	-4	11%	-4	0%
CC(=O)NC(CC(=O)NCCOc1ccccc1F)c1ccccc1 (configuration not stated)	-4%	0%	2%	4	33%[activator]	1	-9%
CC(=O)NC1=NN(C(C)=O)C(c2ccco2)S1 (configuration not stated)	4%	12%	2%	9	24%	1	2%
Cc1coc2cc3oc(=O)c(CCC(=O)N[C@@H](CCCNC(N)=O)C(=O)O)c(C)c3cc12	1%	28%	6%	-2	40%[activator]	-3	-2%
NS(=O)(=O)c1ccc(CNC(=O)c2ccncc2)cc1	3%	17%	-14%	-14	52%[activator]	-3	-1%
CCOC(=O)c1ccc(N2C(=O)c3n[nH]c(-c4ccco4)c3C2c2ccc([N+](=O)[O-])cc2)cc1 (configuration not stated)	0%	?	3%	-13	20%	-1	2%
CCC(CC)c1nnc(NC(=O)C2CC(=O)N(CCc3ccc(F)cc3)C2)s1 (configuration not stated)	-2%	?	-11%	-12	35%[activator]	4	-15%
CCCC(=O)c1c[nH]c(C(=O)NCCc2ccccn2)c1	34%[activator]	8%	3%	40	20%	16*	2%
CC1(C(=O)N/N=C/c2ccccc2)CC1(Br)Br (configuration not stated)	11%	35%[activator]	-4%	16	?	18	-7%
O=C(c1ccccc1)N(C(=O)c1ccccc1)c1ncnc2c1C(c1ccccc1)c1c(ccc3ccccc13)O2 (configuration not stated)	nt	?	3%	nt	27%	nt	nt
C/C(Cn1nnc([N+](=O)[O-])n1)=N\NC(=O)c1ccccc1Cl	55%[activator]	7.4µM*	1%	27	9.3µM*	22*	-3%
CC(=O)Nc1ccc(OCC(O)Cn2nc(C)c(C)c2C)cc1 (configuration not stated)	-4%	17%	2%	-7	10µM*	-5	0%
Cc1ccc(NC(=O)CN(C)C(=O)c2ccc(OCc3cn4ccccc4n3)cc2)cc1	9%	9%	-3%	nt	-7%	nt	nt
O=C(COc1ccc(Cl)cc1)Nc1nnc(-c2ccc3c(c2)CCCC3)o1	136%[activator]	31%[activator]	0%	3	-21%	10	1%
CCc1nc(SCC(=O)Nc2nnc(CC(C)C)s2)n[nH]1	-3%	0%	-5%	-3	26%	-2	-5%
C[C@@]12CC(=O)NC1N(C(=O)c1cccc(C(F)(F)F)c1)C(c1ccccc1O)C2 (some centres not stated)	-14%	-9%	-2%	-5	nt	-4	-5%
N#Cc1c(NC(=O)CSc2nnnn2C2CCCCC2)sc2c1CCCC2	-22%	13%	5%	-15	?	-7	1%
O=C1NCCN1Cc1ccc(Cl)cc1	-2%	11%	-5%	-10	59%[activator]	-1	3%
O=C(CCC(=O)Nc1ccc(F)cc1)N/N=C/c1ccc(O)cc1	-6%	13%	-5%	-5	2%	-1	0%
O=C(Nc1cccc(-c2cn3ccsc3n2)c1)c1ccccc1	-11%	90%[activator]	3%	43	7%	19	1%
CC(C)[C@@H](C(=O)OCC(=O)Nc1ccc2c(c1)OCO2)N1C(=O)c2ccccc2C1=O	-4%	nt	-4%	-9	13%	1	16%
O=C(Cn1ccc2ccccc2c1=O)NCC(=O)Nc1ccc(F)cc1F	-5%	4%	0%	-6	-17%	-4	-2%
Cc1sc(NC(=O)C2CSC3(C)CCC(=O)N23)nc1-c1ccc(F)cc1 (configuration not stated)	-9%	?	0%	-10	?	1	-10%

# Next part, overlapping the part above by 3 compounds.
Structure	AMA1 RON2 block	Pf growth 48h	TbPYK inhibitor	Shiga toxin inh	Pf growth 96h	Cycloheximide cs	LmPK inh
CC(C)[C@@H](C(=O)OCC(=O)Nc1ccc2c(c1)OCO2)N1C(=O)c2ccccc2C1=O	-4%	nt	-4%	-9	13%	1	16%
O=C(Cn1ccc2ccccc2c1=O)NCC(=O)Nc1ccc(F)cc1F	-5%	4%	0%	-6	-17%	-4	-2%
Cc1sc(NC(=O)C2CSC3(C)CCC(=O)N23)nc1-c1ccc(F)cc1 (configuration not stated)	-9%	?	0%	-10	?	1	-10%
Cc1ccc(CNC(=O)c2cc3c(-c4ccc(Cl)cc4)nn(C)c3s2)o1	-5%	nt	3%	-17	?	-7	9%
C=CCC(C)(NCc1ccccc1)c1ccco1 (configuration not stated)	-13%	26%	-11%	-4	13%	-3	-2%
Cc1cc(C)c(S(C)(=O)=O)c(Oc2ccc(F)cc2)n1	5%	-12%	2%	15	?	-2	0%
O=C1CCCc2nc(NCc3ccco3)ncc21	0%	31%[activator]	-3%	23	27%	-2	5%
CCOc1ncccc1C(=O)Nc1ccc(S(=O)(=O)N2CCCC2)cc1	16%	-15%	4%	-23	7%	-2	-6%
COc1cc2ccc(=O)oc2c(O[C@@H]2O[C@H](CO)[C@@H](O)[C@H](O)[C@H]2O)c1O	-4%&5%	38%[activator]	-1%&-8%	-9	4%	-1	0%
Cc1ccccc1OC(=O)c1cccnc1	5%	8%	0%	-13	?	-4	1%
Fc1ccc(OCc2nnc(-c3ccccc3Br)o2)c(Cl)c1	8%	-8%	1%	109*	?	15*	0%
CCOC(=O)c1c(N)ssc1=S	42%[activator]	7%&12%	-15%	16&-6	23%&8%	15&0	-4%&5%
O=C(NNC1=NC2(CCCC2)Cc2ccccc21)c1cccnc1	55%[activator]	?	-23%	-7	34%[activator]	-4	-1%
Cc1ccc(S(=O)(=O)Nc2c(C)[nH]c(=O)[nH]c2=O)cc1C	-2%	-1%	-1%	-8	2.6µM*	-7	-1%
CC(C)N(Cc1nc(-c2ccc(Cl)cc2)no1)C(=O)c1cccs1	14%	-10%	-2%	-5	-5%	-3	9%
CC(C)(C)NC(=O)NC(=O)CSc1ccc(S(=O)(=O)N2CCCCC2)cn1	-4%	?	-3%	nt	?	nt	nt
O=C1C2C3C=CC([C@@H]2C(=O)N1c1nccs1)C31CC1 (some centres not stated)	-11%	18%	-7%	9	-6%	4	-3%
Cc1cc(C)cc(C(=O)N2CCN(c3ccccn3)CC2)c1	6%	6%	-2%	-6	12µM*	1	0%
O=C1C2CC=CCC2C(=O)N1Cc1nnc(-c2ccccc2Br)o1 (configuration not stated)	1%	-8%	-6%	68*	-19%	26*	-7%
Cc1ccc(Nc2c(-c3ccc(N4CCOCC4)cc3)nc3cnccn23)cc1	-21%	?	5%	44	?	7.8*	4%
C=CCn1c(COc2ccc(F)cc2)nnc1SCC(=O)NC(=O)NCc1ccco1	-3%	?	4%	-8	?	2	9%
COc1cc(NC(=O)C/C(C)=N/NC(=O)C(=O)NCCO)c(OC)cc1Cl	56%[activator]	-4%	0%	23	24%	-2	-2%
Cc1ccc(S(=O)(=O)NCc2ccco2)cc1C	-5%	36%[activator]	0%	40	23%[5.75 µM]	9	1%
CC(C)(C)c1ccc(NC(=O)COC(=O)c2ccc3ncsc3c2)cc1	-3%[11.6 µM]	36%[activator]	-8%	nt	-66%	nt	nt
Cn1nccc1C(=O)NC1CCCc2c1cnn2-c1cc(F)cc(F)c1 (configuration not stated)	0%	?	-6%	54*	-5%	32*	-1%
CCOCCCNC(=O)c1cn2c3c(ccc(Cl)c3c1=O)OC(C)C2 (configuration not stated)	14%	4%	-11%	4	-3%	11	-3%
CCN(CC)S(=O)(=O)c1cccc(C(=O)NCC2(N3CCOCC3)CCCCC2)c1	10%	?	3%	nt	?	nt	nt
CCCCN1C(=O)CC(N2CCOCC2)C1=O (configuration not stated)	6%	12%	10%	-6	nt	-2	1%
CC(C)(C)c1ccc(-c2nnc(SCC(=O)Nc3sc4c(c3C#N)CCCC4)o2)cc1	3%	16%	-7%	-12	40%[activator]	-1	-1%
O=C(C(Cc1ccccc1)n1cccc1)N1CCN(c2cccc(Cl)c2)CC1 (configuration not stated)	-28%	nt	-2%	-9	?	-6	7%
O=C(Cn1cc(C(F)(F)F)ccc1=O)Nc1ccc(N2CCOCC2)cc1	3%	15%	-3%	7	24%	8	6%
CC(C)(CO)Cc1cc(C(C)(C)C)c(O)c(C(C)(C)C)c1	4%	?	-4%	nt	?	nt	nt
CCCOC(=O)c1c(NC(=O)C2CCCO2)sc(C(=O)OC)c1C (configuration not stated)	-13%	-1%	-24%	9	42%	0	5%

# Entries of single compounds as entered above. Order of values: AMA1 RON2 block, Pf growth 48h, TbPYK inhibitor, Shiga toxin inh, Pf growth 96h, Cycloheximide cs, LmPK inh
# O=C(Cn1cc(C(F)(F)F)ccc1=O)Nc1ccc(N2CCOCC2)cc1 is listed as 3%, 15%, -3%, 7, 24%, 8, 6%
# Cc1ccc(S(=O)(=O)NCc2ccco2)cc1C is listed as -5%, 36%[activator], 0%, 40, 23%[5.75 µM], 9, 1%

# (more compounds)
Structure	AMA1 RON2 block	Pf growth 48h	TbPYK inhibitor	Shiga toxin inh	Pf growth 96h	Cycloheximide cs	LmPK inh
COc1cc(C(=O)NCc2cn3ccccc3n2)cc(OC)c1OC	5%	-13%	3%	12	7%	5	2%
CN(CCOc1ccc(Cl)cc1)Cc1cccc(S(=O)(=O)N(C)C)c1	-29%	-4%	0%	2	?	-2	-2%
COc1ccc(/C=N/NC(=O)C(=O)NCc2cccnc2)cc1	-2%	12%	5%	26	54%[activator]	6	0%
Cc1ccc(-c2nn(-c3ccccc3)cc2C2CC(c3ccccc3)=NN2C(=O)CCC(=O)O)cc1 (configuration not stated)	11%	?	-4%	18	-19%	-2	-2%
CC(=O)Nc1ccc(SC[C@H](Cc2ccccc2)N2CC[C@@H](C)CCC2=O)cc1	-2%	6.6µM*	0%	nt	3.3µM*	nt	nt
CCN(CC)CCNC(=O)c1ccc(NC(=O)COc2ccc3c(c2)CCC3)cc1	36%[activator]	?	1%	nt	15µM*	nt	nt
Cn1nnc(NC(=S)NC(=O)c2ccc(-c3ccc(Br)cc3)o2)n1	132%[activator]	20%	-2%	16	?	11	-2%

# Screening results (PubChem BioAssay)
